NR5A2 inv ag – LRH-1 (NR5A2) inverse agonists, primary screen, cell-based, luminescence, HEK293T, StAR-luciferase reporter; inhibition, % at 3.6 µM; LRH-1 transfected, 24 h; Nuclear receptor subfamily 5 group A member 2 (Homo sapiens), O00482; 360,000 compounds, 0.13% hits;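 active means inhibition above the mean inhibition of all tested compounds plus 3 SD, cut at about 73% in these data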;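 further: 0% = DMSO wells and 100% = reporter-only cells lacking LRH-1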
Target sequence (O00482 whole entry, looked up): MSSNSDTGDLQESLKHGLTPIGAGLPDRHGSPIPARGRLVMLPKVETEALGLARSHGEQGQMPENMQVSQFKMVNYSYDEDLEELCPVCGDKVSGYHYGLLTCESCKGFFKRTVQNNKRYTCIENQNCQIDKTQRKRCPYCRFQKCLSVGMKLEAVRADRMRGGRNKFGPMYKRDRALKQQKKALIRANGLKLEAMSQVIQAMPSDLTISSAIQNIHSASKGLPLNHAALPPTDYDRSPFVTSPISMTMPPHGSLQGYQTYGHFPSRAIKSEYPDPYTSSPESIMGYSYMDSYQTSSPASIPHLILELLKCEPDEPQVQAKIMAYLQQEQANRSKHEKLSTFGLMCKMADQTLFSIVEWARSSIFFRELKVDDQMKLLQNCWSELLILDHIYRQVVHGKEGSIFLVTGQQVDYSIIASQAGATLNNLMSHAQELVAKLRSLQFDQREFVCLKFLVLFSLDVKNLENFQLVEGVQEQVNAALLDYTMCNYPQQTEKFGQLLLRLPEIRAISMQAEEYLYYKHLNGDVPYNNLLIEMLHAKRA
TLR9-MyD88 inh – inhibitors of TLR9-MyD88 association in cells, primary screen, cell-based, CHO, BLA complementation, fluorescence; 340,000 compounds, 0.21% hits; inhibition, % at 4.98 µM; CCF4 FRET ratio;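 active means inhibition above the mean over all tested compounds plus 3 SD, cut at about 21% in these data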;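 further: 0% = DMSO only wells and 100% = clavulanate BLA inhibitor control wells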
LMP1 NFkB inh – EBV LMP1-driven NF-kappaB luciferase reporter inhibitors, primary screen, cell-based, luminescence, single point | inhibition, % at 12.5 µM | 350,000 compounds, 0.69% hits | LMP1-induced NF-kappaB luciferase reporter cells | AID 504558, 2011; in the data active means inhibition above about 41%;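 further: 0% = neutral control wells and 100% = reference inhibitor control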
TRAIL sens C8 – viability loss with TRAIL in NB7+C8 cells, primary screen, TRAIL sensitizer project, cell-based, ATPlite luminescence; 360,000 compounds, 1% hits; inhibition (viability loss, TRAIL sensitization), % at 10 µM;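 active means compounds causing at least 50% loss of cell viability in the single-dose screen, relative to plate controls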
SRC2 inh – inhibition of GAL4-SRC2 driven luciferase reporter, primary screen, SRC2 inhibitor project, cell-based, luminescence; Nuclear receptor coactivator 2 (Homo sapiens), Q15596; HEK293 GAL4-SRC2 luciferase reporter; inhibition, % at 9 µM; 370,000 compounds, 0.17% hits; AID 651957, 2012;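 active means inhibition above the mean inhibition of all tested compounds plus 3 SD, set per campaign, cut at about 52% in these data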;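 further: 0% = DMSO treated cells and 100% = cells given Gossypol at 36 µM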
SRC3 inh – SRC3 coactivator transcriptional activity inhibitors, primary screen, cell-based, luminescence | HEK293 GAL4-SRC3 luciferase reporter | Nuclear receptor coactivator 3 (Homo sapiens), Q9Y6Q9 | AID 588352, 2011 | 360,000 compounds, 0.17% hits | inhibition, % at 3.6 µM;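 active means inhibition above a per-campaign cutoff, the mean of all compounds plus 3 SD, cut at about 60% in these data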;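 further: 0% = DMSO-treated cells and 100% = gossypol-treated cells at 36 µM; higher means less SRC3-driven luciferase light from the GAL4 reporter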
TROY NFkB inh – inhibitors of TROY-driven NF-kB signaling, primary screen, Q293 LMP1-TROYcd cells, NF-kB luciferase, uHTS; Q293 LMP1-TROYcd NF-kB luciferase reporter, 4 h; inhibition, % at 10 µM; 360,000 compounds, 0.98% hits;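 active means compounds whose plate-normalised and pattern-corrected inhibition of the luciferase reporter signal at the single screening dose is 50% or more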
NR2F2 inh – NR2F2 transcriptional activity inhibitors, primary screen, cell-based, luciferase reporter, HEK293T, luminescence; HEK293T NGFI-A luciferase reporter; inhibition, % at 8.6 µM; COUP transcription factor 2 (Homo sapiens), P24468; 370,000 compounds, 0.7% hits;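 active means inhibition above a per-plate cutoff, mean inhibition of test wells between control levels plus 3 SD, cut at about 38% in these data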;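 further: cells cotransfected with COUP-TFII expression vector driving the NGFI-A reporter; 0% = median of COUP-TF2 test wells and 100% = reporter-only cells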
Target sequence (P24468 whole entry, looked up): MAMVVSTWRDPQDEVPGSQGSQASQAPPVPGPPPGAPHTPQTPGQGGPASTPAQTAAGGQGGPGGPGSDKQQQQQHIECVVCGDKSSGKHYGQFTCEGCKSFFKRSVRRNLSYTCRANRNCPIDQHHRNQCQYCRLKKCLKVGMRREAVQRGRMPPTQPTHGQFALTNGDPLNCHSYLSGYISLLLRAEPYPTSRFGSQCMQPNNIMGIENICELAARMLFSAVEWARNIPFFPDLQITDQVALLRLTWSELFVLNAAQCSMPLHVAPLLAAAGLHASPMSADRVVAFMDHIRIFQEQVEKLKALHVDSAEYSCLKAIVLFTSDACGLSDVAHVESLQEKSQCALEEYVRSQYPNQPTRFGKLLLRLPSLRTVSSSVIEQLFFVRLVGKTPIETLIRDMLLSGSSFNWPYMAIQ
NCOA1 inh – SRC1 coactivator transcriptional activity inhibitors, primary screen, cell-based, luminescence. Nuclear receptor coactivator 1 (Homo sapiens), Q15788. HEK293 GAL4-SRC1 luciferase reporter. inhibition, % at 3.6 µM. 360,000 compounds, 0.12% hits;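 active means inhibition above the campaign mean plus 3 SD, with each screening campaign given its own cutoff, cut at about 60% in these data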;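 further: 0% = DMSO treated cells and 100% = gossypol at 36 µM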
NOD2 RIPK2 PPI – NOD2-RIPK2 binding disruptors in cells, primary screen, fluorescence, CHO cells, BLA complementation. AID 624267, 2012. 360,000 compounds, 0.38% hits. inhibition, % at 4.98 µM. Receptor-interacting serine/threonine-protein kinase 2 (Homo sapiens), O43353. CCF4 ratio; in the data active means inhibition above about 21%;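 further: 0% = vehicle only and 100% = reference blocker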
Vif imaging – HIV Vif self-association inhibitors, primary screen, imaging, HEK293T, single point; HEK293T cells, Vif self-association by quenched fluorescence, 24 h; AID 602346, 2012; 340,000 compounds, 0.35% hits; inhibition, % at 7.49 µM; in the data active means inhibition above about 50%, passing the limit was not always enough; further: some results filed as inactive read as strong as hits
Starred values were filed as active, the others as inactive; x = not tested or not shown. This is a subset, so the mix of outcomes need not match the whole.

SMILES	NR5A2 inv ag	TLR9-MyD88 inh	LMP1 NFkB inh	TRAIL sens C8	SRC2 inh	SRC3 inh	TROY NFkB inh	NR2F2 inh	NCOA1 inh	NOD2 RIPK2 PPI	Vif imaging
CCCCN(CCCC)S(=O)(=O)c1ccc2oc(C(=O)N3CCOCC3)c(C)c2c1	-21	-12	1	18	-23	13	14	16	5	-2	-4
CC(C)(C)c1ccc(OCC(=O)NNC(=O)c2cccnc2)cc1	2	x	6	28	-16	-6	-10	-11	-33	-3	3
CC(=O)c1cc(C#N)c(N2CCOCC2)nc1C	10	0	-12	-6	-7	4	3	-10	-2	9	-5
COc1ccc(C(=O)Nc2nnc(-c3ccccc3)s2)cc1	-23	1	-58	-1	-48	-35	-62	-42	-19	-12	3
CCNc1nc2c(c(=O)[nH]c(=O)n2C)n1CCCc1ccccc1	-12	-1	3	13	-23	-4	14	12	-38	-1	-5
CN1C(=O)c2ccc(NC(=O)C3CC3)cc2C1=O	-9	-6	-2	-1	3	1	-4	4	-16	5	-2
CCc1cc(=O)oc2cc(OCc3nn[nH]n3)ccc12	4	1	10	1	x	-11	-11	x	-8	-6	-4
COC(=O)c1nnn(CC(=O)NC(=O)Nc2ccccc2)c1C(=O)OC	3	-4	-5	-7	19	11	16	-14	6	-4	-2
CCOc1ccc(C(=O)N2CCCN(C(=O)c3ccc(OCC)cc3)CC2)cc1	9	5	1	-3	-21	8	-2	1	-7	-1	-3
CN(C)C(CNC(=O)c1ccc(S(=O)(=O)Nc2ccccc2F)cc1)c1ccco1 (centres undefined)	-2	7	5	3	-26	1	-10	10	-3	-2	-1
O=C(NNC(=O)c1cc2c(s1)CCCC2)c1ccccc1	-81	0	-33	-2	-44	-41	17	-17	-89	-1	-8
CC1(C)OC(C)(C)/C(=C/Nc2ccc(O)cc2)C1=O	-18	0	5	12	2	10	9	-2	10	-19	7
COc1ccc(C(CNC(=O)c2ccc(OC)c(S(=O)(=O)N3CCCC3)c2)N2CCCC2)cc1 (centres undefined)	-2	5	-2	1	12	4	-3	-2	-1	6	x
COc1cccc(NC(=O)[C@@H]2CCCN2C(=O)[C@@H]2Cc3ccccc3CN2C(=O)OC(C)(C)C)c1	-22	-2	-30	-4	-12	-23	-50	3	-7	3	17
Cc1cc(OCC(=O)Nc2cccc(S(=O)(=O)N3CCCCC3)c2)ccc1Cl	3	0	-1	5	6	-3	27	7	-10	-13	-3
Cc1ccccc1NC(=O)CN1C(=O)NC2(CCc3ccccc32)C1=O (centres undefined)	-9	-8	4	-1	4	3	7	-13	2	0	3
CCN1C(=O)c2ccc(C(=O)NCc3ccccc3)cc2C1=O	-7	11	-5	-14	-53	-10	-1	2	-24	-9	-1
CC(C)c1ncc(C(O)c2ccccc2)n1C (centres undefined)	3	-4	-1	-16	4	15	-5	-7	-18	-8	-7
C[C@H](NC(N)=O)C(=O)N1CCN(S(=O)(=O)c2ccc3ccccc3c2)CC1	-6	5	-3	-4	-8	27	0	-2	-11	1	3
O=C1Nc2cc(Cl)ccc2C1(N1CCNCC1)C(F)(F)F (centres undefined)	-7	1	5	9	-10	5	-2	-4	-14	7	-5
O=c1[nH]cc([N+](=O)[O-])cc1Br	22	-7	7	-13	-34	12	-2	6	-6	-2	2
O=C(CNS(=O)(=O)c1ccccc1)OCC(=O)c1ccccc1Cl	-8	-7	-3	-28	-3	6	-13	-15	5	-10	7
Cn1c(=O)c(C(=O)CSc2ccccc2)c(N)n(Cc2ccccc2)c1=O	7	-1	-3	3	-6	-2	-14	0	-5	-5	-5
Cc1noc(C)c1C(=O)NCCc1c(C)[nH]c2ccccc12	8	-4	2	-4	-6	-32	-2	5	-2	-4	-6
Nc1nnc(C(F)(F)F)s1	2	0	-5	-1	-27	7	-23	6	11	4	5
COc1ccc(-c2csc(=Nc3ccccc3)n2CCO)cc1	-34	-4	-2	30	-26	6	-12	-25	-26	7	7
Cc1nn(-c2ccc(F)cc2)c2c1cc(C#N)c1nc3ccccc3n12	-6	2	-2	8	-2	16	9	14	19	0	-1
O=C(COC(=O)/C=C/c1cn(-c2ccccc2)nc1-c1ccc2c(c1)OCCO2)NC1CCS(=O)(=O)C1 (centres undefined)	-5	6	-12	18	-10	16	-6	1	17	-3	-10
CN1CCN(C(=O)CCn2nc(-c3ccccc3)c3ccccc3c2=O)CC1	-39	-9	-8	-6	-21	9	x	-4	2	-4	5
Oc1c(C(c2ccco2)N2CCC3(CC2)OCCO3)sc2ncnn12 (centres undefined)	10	8	2	-6	10	-2	8	4	-1	3	-1
Cc1ccc(C#N)c(SCC(=O)Nc2nccs2)n1	-113	-3	0	47	-38	-114	-41	-56	-115	2	0
Cc1ccc(NC(=O)CCCN2C(=O)c3cccc4cccc(c34)C2=O)cc1	19	-5	15	2	6	-12	-9	3	-2	-2	2
CS(=O)(=O)c1ccc(-c2nnn(CC(=O)N3CCCCC3)n2)cc1	-1	1	4	0	-18	-2	21	8	4	-2	5
Cc1ccc(/C=C(\NC(=O)c2ccccc2)C(=O)NC2CCN(Cc3ccccc3)CC2)o1	5	2	-5	-10	-15	-13	0	2	-3	2	-2
CC1C=CCC2C(=O)N(c3cccc(C(=O)N4CCN(c5ccc(F)cc5)CC4)c3)C(=O)C12 (centres undefined)	-4	2	10	7	-16	12	17	2	-2	-13	5
CC(=O)N1C(C(=O)O)CSC1c1ccc(C)cc1 (centres undefined)	13	-11	-6	2	-2	17	-11	9	14	-10	0
COc1cccc(N(C(=O)Cn2nnc(-c3ccc(Cl)cc3)n2)C(C(=O)NCC2CCCO2)c2ccc(C)cc2)c1 (centres undefined)	9	-3	-9	-3	6	-7	7	4	-2	-3	2
C[C@H](CO)N1C[C@H](C)[C@@H](CN(C)C(=O)NC2CCCCC2)Oc2c(NC(=O)Nc3ccc4c(c3)OCO4)cccc2C1=O	-5	-1	-6	-20	-6	-7	1	-5	1	-9	-2
O=C(Nc1ccccc1)NC1(C(=O)N2CCN(c3ncccn3)CC2)CCCCC1	0	5	-3	-8	6	1	7	2	-9	-5	11
Cc1cccc(-c2cc3nc(-c4ccccc4)cc(N4CCC5(CC4)OCCO5)n3n2)c1	11	-4	-18	7	-24	0	-53	29	1	6	-8
Cc1ccc(NC(=O)Cn2nnc(-c3ccccc3NC(=O)c3cccs3)n2)cc1	4	-3	0	27	-20	-25	-3	11	6	-7	1
CCC1CCCCN1C(=O)CN1C(=O)CSC1=O (centres undefined)	-3	-11	-5	5	-9	17	-19	10	0	0	21
Cc1cc(C)cc(S(=O)(=O)c2cnc3ccccc3n2)c1	13	-2	-1	-8	16	1	6	-4	-22	5	1
CC(C)C(=O)Nc1ccc(Sc2ccc(F)cc2)cc1	-23	10	-1	0	-2	-24	-1	-10	-9	8	9
CCOC(=O)c1sc(N/N=C/c2cccc(C)c2)nc1C	-25	6	-36	3	-13	-61	-63	-12	-55	-3	19
COc1ccc(-c2cc(C(=O)N/N=C(\C)c3cccnc3)c3cc(C)ccc3n2)cc1OC	3	1	8	7	-13	3	12	-3	-15	-9	-9
O=C(CCN1c2ccccc2Sc2ccccc21)Oc1ccccc1	-4	-1	-5	3	13	15	0	6	3	-8	4
Cc1cc(C)cc(-n2c(SC(C)C(=O)NCc3ccc4c(c3)OCO4)nc3ccccc3c2=O)c1 (centres undefined)	15	-3	3	6	-3	15	-77	-4	-6	7	-5
CC(=O)Nc1ccc(Nc2nc3ccccc3nc2NS(=O)(=O)c2ccccc2)cc1	0	-1	5	-5	7	5	16	2	6	-9	-3
COC(=O)c1cn(-c2ccccc2)nc1-c1ccc(OC)cc1	-1	-1	3	-9	9	2	6	3	8	-1	x
COCCCN1C(=O)C(CC(=O)NC(c2ccccc2)c2ccccc2)CC(C(=O)N(C(C)C)C(C)C)=C1C (centres undefined)	4	x	x	-1	4	22	-10	-19	5	3	-1
COc1ccc(CN2CCNC(=O)C2CC(=O)NC2CCCCC2)c(OC)c1 (centres undefined)	-13	1	2	-12	-21	-9	-6	-6	-26	-1	x
Cc1cc(C)cc(NC(=O)C(OC(=O)c2ccc(NC(=O)CC#N)cc2)c2ccccc2)c1 (centres undefined)	-5	-13	5	-1	-9	-31	-4	-13	21	-5	1
CCc1sc(C(=O)NC2CCN(C)CC2)cc1Br	-11	3	2	3	-5	1	-5	-1	14	12	10
CC(=O)c1sc2nc(SCC(=O)N3CCCCC3)[nH]c(=O)c2c1C	2	-5	3	-16	-26	7	15	1	-6	-3	11
CCOc1ccccc1NC(=O)c1cc(-c2ccncc2)nc2c(Cl)cccc12	11	4	-3	-4	-18	4	19	21	-5	2	-12
NS(=O)(=O)c1cccc(NC(=O)COC(=O)Cn2cnc3ccccc32)c1	0	0	-9	-8	-5	5	-2	6	5	-6	-2
COc1ccc(-c2ccc(/C=N/NC(=O)c3cccnc3)o2)c([N+](=O)[O-])c1	-14	6	5	14	9	11	-9	-4	-23	-3	0
COc1ccc(NC(=O)c2ccco2)cc1N	-32	5	-13	1	-49	-45	-36	-15	-42	-3	-11
CCCCCCNS(=O)(=O)c1ccccc1Br	-12	-1	-6	4	5	-2	-1	4	-10	-9	6

The listing continues:
SMILES	NR5A2 inv ag	TLR9-MyD88 inh	LMP1 NFkB inh	TRAIL sens C8	SRC2 inh	SRC3 inh	TROY NFkB inh	NR2F2 inh	NCOA1 inh	NOD2 RIPK2 PPI	Vif imaging
COc1ccc(C2CC(C(F)(F)F)n3ncc(C(=O)O)c3N2)cc1OC (centres undefined)	-9	-11	-1	-9	-19	4	6	-4	-8	-4	6
Nc1scc2c(C(=O)N/N=C/c3ccc(Cl)cc3)nn(-c3ccccc3)c(=O)c12	1	-2	13	3	-38	-16	-3	8	-5	-1	-1
NC(=O)N/N=C/c1coc2ccc3ccccc3c2c1=O	10	-2	-2	-2	-24	-7	-23	8	3	-3	-5
COC(=O)[C@]12CCCCC=C1N(CCc1ccc(OC)c(OC)c1)C(=O)[C@H](CC(=O)N1CCN(C(=O)C3CC3)CC1)C2	4	x	x	-9	-22	x	x	10	x	-5	x

2 records drawn at random from the list so far:
SMILES	NR5A2 inv ag	TLR9-MyD88 inh	LMP1 NFkB inh	TRAIL sens C8	SRC2 inh	SRC3 inh	TROY NFkB inh	NR2F2 inh	NCOA1 inh	NOD2 RIPK2 PPI	Vif imaging
NC(=O)N/N=C/c1coc2ccc3ccccc3c2c1=O	10	-2	-2	-2	-24	-7	-23	8	3	-3	-5
COC(=O)[C@]12CCCCC=C1N(CCc1ccc(OC)c(OC)c1)C(=O)[C@H](CC(=O)N1CCN(C(=O)C3CC3)CC1)C2	4	x	x	-9	-22	x	x	10	x	-5	x

High-throughput results from PubChem.
